# L3MBTL1 block: L3MBTL1 (human) inhibition | 230,000 compounds, 0.66% hits | Potency, µM (doses to about 57.1 µM), for the others: at the top dose activity, negative = inhibition, hits mostly inhibitors | AlphaScreen L3MBTL1–H3K9me1 peptide binding; further: nearly all actives have a fitted effect of over 60% in size
#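 First, the protein-peptide complex forms for 30 min at room temperature (L3MBTL1 50 nM, biotinylated H3K9me1 peptide 75 nM). Next, compounds are pin-transferred and incubated 30 min. Finally, AlphaScreen beads are added and read after 30 min.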
# GAA glycogen: alters human alpha-glucosidase cleavage of glycogen; P10253; recombinant GAA, glycogen substrate, Amplex Red glucose oxidase fluorescence; Potency, µM (series often up to 76.4 µM), for the others: at the highest dose activity change, negative = inhibition, usual class: inhibitors; 300,000 compounds, 0.38% hits;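 further: 0% = full enzyme reaction and -100% = no-enzyme basal signal; the screen sought inhibitors and activators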
#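 Recombinant human enzyme (4 nM); glycogen substrate; 37 C, 40 min, pH 5.0. Readout: coupled glucose oxidase/Amplex Red fluorescence.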
# RGS12 GoLoco inh: RGS12 GoLoco-Gai1 interaction inhibition. P63096. Potency, µM (top dose mostly 61.6 µM), for inactives: at the highest dose activity, negative = inhibition, usual class: inhibitors. Gai1:RGS12 GoLoco peptide FP, rhodamine, 10 min. 230,000 compounds, 0.44% hits; active means well fitted inhibition curve with a large enough effect, not every such curve was filed as active; inactive means no such curve, though single readings can be large or run the other way; further: nearly all actives have a fitted effect of over 30% in size; many of its hits are not listed in these tables
# Target sequence (P63096 whole entry, looked up): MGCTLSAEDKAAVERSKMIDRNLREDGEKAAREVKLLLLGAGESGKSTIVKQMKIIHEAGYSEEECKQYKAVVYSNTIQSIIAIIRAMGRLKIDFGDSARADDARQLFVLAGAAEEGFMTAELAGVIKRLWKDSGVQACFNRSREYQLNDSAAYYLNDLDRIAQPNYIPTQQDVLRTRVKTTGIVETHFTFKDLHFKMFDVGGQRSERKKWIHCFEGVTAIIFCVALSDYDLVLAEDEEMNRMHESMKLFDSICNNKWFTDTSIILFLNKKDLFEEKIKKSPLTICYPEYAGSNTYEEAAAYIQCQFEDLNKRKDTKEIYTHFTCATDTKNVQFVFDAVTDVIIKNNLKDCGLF
# RECQ1 helicase: RECQ1 (human) helicase inhibition | P46063 | RECQ1 DNA unwinding, red fluorescence kinetic read | Potency, µM (titrated, usually from 57.3 µM), without a hit: top-dose activity, negative = inhibition, actives largely listed as inhibitors | 240,000 compounds, 0.54% hits;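 further: plate controls were vehicle for no effect and no enzyme for full effect; nearly all actives have a fitted effect of over 30% in size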
#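 RECQ1T1 50 nM; forked duplex (20 bp + 30-nt ss tails) 200 nM, ATP 2 mM final; pH 8.0, 2 mM MgCl2, 2.5 ug/ml poly(dI-dC); 15 min compound preincubation; discontinuous kinetic read over 2 h at RT.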
# TRb-SRC2 inh: disrupts binding of human TR beta to SRC2; P10828; TRbeta-SRC2 peptide binding, fluorescence polarization; receptor liganded with 1 µM T3; Potency, µM (series often up to 106 µM), without a hit: at the top dose activity change, negative = inhibition, actives largely listed as inhibitors; 280,000 compounds, 0.065% hits; AID 1469;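 further: plate controls were bound peptide for no effect and peptide without receptor for full effect; nearly all actives have a fitted effect of over 50% in size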
# Target sequence (P10828 whole entry, looked up): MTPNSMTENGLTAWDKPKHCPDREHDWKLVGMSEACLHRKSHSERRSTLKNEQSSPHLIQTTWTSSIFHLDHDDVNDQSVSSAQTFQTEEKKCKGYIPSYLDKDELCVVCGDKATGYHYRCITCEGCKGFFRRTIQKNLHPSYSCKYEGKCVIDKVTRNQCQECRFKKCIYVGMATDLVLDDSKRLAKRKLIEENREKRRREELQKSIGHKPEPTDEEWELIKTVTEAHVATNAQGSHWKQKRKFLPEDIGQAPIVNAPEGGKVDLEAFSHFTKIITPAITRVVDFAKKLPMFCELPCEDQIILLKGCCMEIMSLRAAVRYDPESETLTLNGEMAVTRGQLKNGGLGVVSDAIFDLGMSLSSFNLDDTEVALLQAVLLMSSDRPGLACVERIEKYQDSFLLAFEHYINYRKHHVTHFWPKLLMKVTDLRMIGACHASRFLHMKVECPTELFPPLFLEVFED
#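 Each compound concentration gave % activity, normalized to unbound and bound Texas Red SRC2 controls, from polarization read after 5 hr ambient incubation with T3-loaded human TRb LBD.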
# aGlu spleen mod: inhibits or activates alpha-glucosidase in human spleen homogenate | human spleen homogenate, 4-MU-alpha-glucoside fluorescence | Potency, µM (highest dose often 79.9 µM), without a hit: at the highest dose activity change, negative = inhibition, most hits filed as inhibitors | 240,000 compounds, 0.006% hits;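 further: 0% = enzyme with vehicle and -100% = no enzyme basal signal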
#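 Enzyme source: human spleen homogenate, 1 ug/well. Buffer 50 mM citric acid/K phosphate pH 5.0, 0.01% Tween-20. 4-MU-alpha-glucoside 1 mM; 37 C x 40 min; NaOH/glycine stop; fluorescence.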
# GAA inh: blocks human lysosomal alpha-glucosidase; purified human GAA, 4-MU-alpha-glucoside fluorescence; Potency, µM (top dose mostly 76.9 µM), for inactives: at the top dose activity change, negative = inhibition, usual class: inhibitors; 200,000 compounds, 0.005% hits; AID 1466;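 further: plate controls were uninhibited enzyme wells for no effect and no-enzyme background for full effect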
#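 Human alpha-glucosidase, 4 nM, pre-mixed with test compounds before 400 uM 4-methylumbelliferyl substrate; 20 min room temperature at pH 5.0. Fluorescence read after pH 10 stop; AC50 values from Hill-equation fits.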
# TexasRed fluor: Texas Red fluorescence interference in TRb-SRC2 counter-screen | TRb/SRC2 Texas Red total fluorescence interference | Potency, µM (series often up to 106 µM), without a hit: at the top dose fluorescence change, negative = quenching | 280,000 compounds, 0.29% hits; active means well fitted curve in either direction with a large enough effect; inconclusive means small, poorly fitted or top-dose-only effect
#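 Human TRβ ligand-binding domain (0.6 uM) and Texas Red SRC2 peptide (20 nM) in Tris buffer with 1 uM T3 and 5% DMSO were incubated with pinned compound for 5 hr at ambient temperature. Total fluorescence was computed as S + 2P (555/632 nm).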
# * marks the source's active call; other numbers are inactive results; i = inactive; ? = inconclusive; . = no result given; & = joins results of further samples; [ ] = dose if it differs, or a comment. Unless noted, the call rests on the fitted dose curve; in most records, active means well fitted curve in the direction sought with a large enough effect; inconclusive means small, poorly fitted or top-dose-only effect, or another doubt; inactive means no such curve, though single readings can be large; an effect the other way counts as inactive or inconclusive. Unless noted, on the % scale 0 is the no-effect control and ±100 the full control effect; potency means the concentration at half of the fitted maximal effect. An excerpt (hit frequency here may not be typical).
SMILES,L3MBTL1 block,GAA glycogen,RGS12 GoLoco inh,RECQ1 helicase,TRb-SRC2 inh,aGlu spleen mod,GAA inh,TexasRed fluor
COc1ccc(OC)c2sc(N3CCCCC3)nc12,-11%,2%,-4%,-4%,-19%,-26%,8%,-5%
CC[C@H](C)[C@@H](NC(=O)O[C@@H]1C(=O)c2ccc(OC)cc2O[C@H]1c1cccc(C(F)(F)F)c1)C(=O)OC,.,.,5%,i,5%,3%,.,0%
Cc1cc(N(C)NC(=S)Nc2ccccc2)nc(C)n1,2%,-2%,12%,0%,-5%,-2%,-1%,-4%
CCCCC/C=C\C/C=C\CCCCCCCC(N)=O,.,.,-5%&0%&5%,-1%&3%&-7%,-4%&-3%&-1%,6%&-3%&8%,.,-2%&-2%&-1%
COc1cc(/C=N\NC(=O)C2C(=O)NCC2c2ccccc2)cc(OC)c1O (centres undefined),-6%,6%,-11%,-4%,0%,4%,6%,-2%
CC(C)CN(C(=O)CSc1nn(-c2ccc(Cl)cc2)c(=S)s1)C1CCS(=O)(=O)C1 (centres undefined),27%,6%,-25%,0%,-5%,-3%,?,-5%
O=C(CNS(=O)(=O)c1ccc(Br)s1)NCC1COc2ccccc2O1 (centres undefined),6%,-2%,-9%,-15%,-7%,-1%,-6%,1%
N#CCCn1nc(-c2ccccc2)cc1-n1c(C(F)(F)F)nc2ccccc21,1%,-12%,4%,-4%,2%,-6%,-4%,-3%
N[C@H](CSC(c1ccccc1)(c1ccccc1)c1ccccc1)C(=O)O,.,.,4%,-11%,-3%,6%,.,3%
FC(F)(F)c1nc2nncn2c2c1CCCCC2,.,1%,6%,-1%,4%,-1%,-2%,-3%
COc1cccc(C2=NOC(C(=O)NC(C)C)C2)c1 (centres undefined),-6%,7%,3%,i,-3%,-3%,1%,-5%
CC(Sc1n[nH]c(N)n1)C(=O)Nc1ccccc1-c1ccccc1 (centres undefined),.,-13%,7%,9%,-4%,-10%,0%,1%
CC(=O)N(CN1C(=O)c2ccccc2C1=O)c1ccccc1,4%,4%,2%,i,-3%,-1%,-5%,-4%
O=C(O)c1cscn1,-11%,-3%,-4%,-20%,-10%,-2%,-4%,1%
OC1(c2ccccc2Cl)NN=C2CCCCCN21 (centres undefined),6%,28%,1%,4%,-6%,-2%,1%,-2%
C[C@H]1COC(=O)[C@H]2CCCN2C(=O)[C@@H](C)COC(=O)[C@H]2CCCN2C1=O,.,.,.,i[11.5 µM],2%[11.2 µM],1%[17.4 µM],.,-20%[11.2 µM]
COc1cccc2sc(Nc3nc(C)c(C(C)=O)s3)nc12,-2%,-2%,13%,0%,1%,2%,9%,-1%
N#CC(c1ccccc1)N(CCCCl)C(=O)c1ccc(Br)cc1 (centres undefined),15%,3%,-3%,-5%,5%,2%,4%,-4%
O=C(NC1CCCC1)c1ccc(CSc2nc3ccncc3n2Cc2ccc(F)cc2)cc1,0%,-6%[76.3 µM],6%,-9%,-4%&0%,-17%,0%,0%&-1%
CCOC(=O)c1ccccc1N/C=C1\CCCCC1=O,4%,-4%,4%,0%,-3%,5%,-8%,-1%

# Complete entries as entered above. Order of values: L3MBTL1 block	GAA glycogen	RGS12 GoLoco inh	RECQ1 helicase	TRb-SRC2 inh	aGlu spleen mod	GAA inh	TexasRed fluor
# `O=C(CNS(=O)(=O)c1ccc(Br)s1)NCC1COc2ccccc2O1` (centres undefined) is entered as 6%	-2%	-9%	-15%	-7%	-1%	-6%	1%
# `CC(C)CN(C(=O)CSc1nn(-c2ccc(Cl)cc2)c(=S)s1)C1CCS(=O)(=O)C1` (centres undefined) is entered as 27%	6%	-25%	0%	-5%	-3%	?	-5%

# Going on with the list.
SMILES,L3MBTL1 block,GAA glycogen,RGS12 GoLoco inh,RECQ1 helicase,TRb-SRC2 inh,aGlu spleen mod,GAA inh,TexasRed fluor
C=CCn1c(SCC(=O)c2c(N)n(C)c(=O)n(C)c2=O)nnc1-c1ccccc1F,.,-2%,-7%,2%,5%,1%,-14%,0%
Cc1nc2ccccc2c2oc(C(=O)Nc3ccc4c(c3)OCCO4)cc12,.,-22%,15%,-8%,6%,-7%,0%,-4%
CC(=O)C1=C(O)C(=O)N(CCN(C)C)C1c1ccc(Cl)cc1 (centres undefined),0%,3%,5%,-2%,-11%,-26%,2%,1%
CC1CCCN(S(=O)(=O)c2ccc3c(c2)CCN3C(=O)C2CCC2)C1 (centres undefined),.,-4%,7%,i,-3%,-15%,-1%,0%
CCOc1ccc(C2NC(=S)NC3=C2CCc2ccccc23)cc1 (centres undefined),-16%,-5%,2%,-5%,-8%,2%,.,-3%
C=CCOC(=O)N[C@H](c1cccc(C(F)(F)F)c1)C(C(C)=O)C(C)=O,.,.,-2%,11%,-11%,9%,.,-1%
COC(=O)NCC(c1cccnc1)N1CCN(c2ccccc2)CC1 (centres undefined),12%,-3%,-6%,i,-3%,-5%,3%,-4%
O=C(CCC(=O)N1CCN(c2ccccc2)CC1)Nc1nnc(C2CCCCC2)s1,-4%,10%,6%,-3%,-1%,-1%,.,-1%
CCn1nc(C)cc1C(=O)N1CCCC(CCC(=O)NCc2ccccc2F)C1 (centres undefined),6%,5%,-8%,-4%,-4%,1%,-4%,2%
CCCCc1ccc(S(=O)(=O)N2CCN(C(=O)c3ccco3)CC2)cc1,-17%,6%,1%,-8%,7%,-3%,-35%,-1%
Cc1ccc(NS(=O)(=O)c2cc(C(=O)N3CCOCC3)ccc2C)cc1,2%,3%,4%,i,-8%,-6%,5%,-1%
Cc1nn(CC(=O)NCc2ccc(Cl)cc2)c(C)c1[N+](=O)[O-],-4%,3%,-19%,-8%,5%,1%,1%,0%
COC(=O)c1ccc(COc2cccc(C)c2C)cc1,43%[activator],7%,-3%,-14%,0%,3%,4%,1%
Cc1ccccc1OCC(=O)Nc1ccccc1-c1ccccc1NC(=O)COc1ccccc1C,-4%,-5%,7%,-7%,-4%,-4%,1%,-3%
CCCNC(=O)C(=O)Nc1ccc(N(C)C)cc1,-8%,?,-3%,-6%,-18%,-2%,-2%,1%
O=C(Cc1c[nH]c2ccccc12)Nc1ccc(N2CCOCC2)cc1,-19%,-5%,-6%,-18%,6%,-1%,-9%,-3%
CSc1ccc(S(=O)(=O)NCCCOC(C)C)cc1,3%,16%,4%,-12%,5%,2%,.,-2%
CCOc1ccccc1NC(=O)N1CCCC1C(=O)Nc1ccc(-n2cnnn2)c(C)c1 (centres undefined),.,-1%,-5%,-2%,1%,-7%,4%,1%
Cc1ccc(Sc2cc(N3CCOCC3)nc(-c3ccccc3)n2)cc1,-7%,-1%,-10%,3%,-5%,7%,-8%,-3%
Cc1cccc(-n2c(Cn3nc(C)c([N+](=O)[O-])c3C)n[nH]c2=S)c1,3%,-6%,7%,-8%,-13%,0%,-3%,1%
Cc1c(N=Cc2ccc(Br)s2)cccc1[N+](=O)[O-],-2%,7%,10%,-12%,3%,-20%,7%,-2%
C=CCn1c(Cc2cccs2)nnc1SC/C=C/c1ccccc1,.,-2%,2%,i,1%,-3%,-5%,-5%
COCCn1c(C)cc(C(=O)Cn2nc(C(=O)O)c3ccccc3c2=O)c1C,-3%,-1%,2%,i,7%,-17%,-1%,-4%
Cc1cc(C)c(CN2CCN(Cc3ccc(C)o3)C(CCO)C2)c(-n2cccn2)c1 (centres undefined),-4%,7%,4%,1%,-4%,14%,6%,0%
Cc1cc(C)n(S(=O)(=O)c2ccc(C)c(C)c2C)n1,10%,-10%,3%,-9%,-4%,-5%,-1%,-2%
CC(C)C(=O)N1CCN(C2=NS(=O)(=O)c3ccccc32)CC1,-17%[11.4 µM],-2%,10%,-10%,-17%,2%,-3%,-3%
COc1ccc(NC(=O)C(c2ccccc2)N(C)C(=O)c2ccc(=O)[nH]c2)cc1 (centres undefined),9%,11%,10%,-7%,6%,4%,-6%,-3%
O=C(NCc1ccco1)C1CC(c2cc(C(F)(F)F)cc(C(F)(F)F)c2)=NO1 (centres undefined),.,-1%,1%,-3%,-1%,4%,.,0%
COc1ccc(C(C)=O)cc1CN1C(=O)NC(CC(C)C)C1=O (centres undefined),-6%,1%,-1%,-13%,-8%,2%,14%,-4%
COc1ccc(N(C(=O)CCC(=O)Nc2cc(C)on2)C(C(=O)NC2CCCC2)c2ccco2)cc1 (centres undefined),0%,0%,14%,-13%,3%,-5%,2%,0%

# A different layout for some results above.
mol	L3MBTL1 block	GAA glycogen	RGS12 GoLoco inh	RECQ1 helicase	TRb-SRC2 inh	aGlu spleen mod	GAA inh	TexasRed fluor
N#CC(c1ccccc1)N(CCCCl)C(=O)c1ccc(Br)cc1 (centres undefined)	15%	3%	-3%	-5%	5%	2%	4%	-4%
O=C(NC1CCCC1)c1ccc(CSc2nc3ccncc3n2Cc2ccc(F)cc2)cc1	0%	-6%[76.3 µM]	6%	-9%	-4%&0%	-17%	0%	0%&-1%
CCOC(=O)c1ccccc1N/C=C1\CCCCC1=O	4%	-4%	4%	0%	-3%	5%	-8%	-1%
C=CCn1c(SCC(=O)c2c(N)n(C)c(=O)n(C)c2=O)nnc1-c1ccccc1F	.	-2%	-7%	2%	5%	1%	-14%	0%
Cc1nc2ccccc2c2oc(C(=O)Nc3ccc4c(c3)OCCO4)cc12	.	-22%	15%	-8%	6%	-7%	0%	-4%
CC(=O)C1=C(O)C(=O)N(CCN(C)C)C1c1ccc(Cl)cc1 (centres undefined)	0%	3%	5%	-2%	-11%	-26%	2%	1%
CC1CCCN(S(=O)(=O)c2ccc3c(c2)CCN3C(=O)C2CCC2)C1 (centres undefined)	.	-4%	7%	i	-3%	-15%	-1%	0%
CCOc1ccc(C2NC(=S)NC3=C2CCc2ccccc23)cc1 (centres undefined)	-16%	-5%	2%	-5%	-8%	2%	.	-3%
C=CCOC(=O)N[C@H](c1cccc(C(F)(F)F)c1)C(C(C)=O)C(C)=O	.	.	-2%	11%	-11%	9%	.	-1%
COC(=O)NCC(c1cccnc1)N1CCN(c2ccccc2)CC1 (centres undefined)	12%	-3%	-6%	i	-3%	-5%	3%	-4%
O=C(CCC(=O)N1CCN(c2ccccc2)CC1)Nc1nnc(C2CCCCC2)s1	-4%	10%	6%	-3%	-1%	-1%	.	-1%
CCn1nc(C)cc1C(=O)N1CCCC(CCC(=O)NCc2ccccc2F)C1 (centres undefined)	6%	5%	-8%	-4%	-4%	1%	-4%	2%

# Screens (PubChem)
